# Screening results from PubChem.
# Large T inhibition: TAg ATPase/helicase activity blockers – biochemical (AID 1903); SV40 large T antigen ATPase/helicase inhibition assay; higher % means a stronger effect; one-dose inhibition, % at 20 µM; IC50 in µM for titrated hits; hit rate 0.39% among 310,000; in the data active = a potency from the dose series; inconclusive = inhibition mostly from about 32% at the one dose, without a potency; inactive = the rest, 99 in 100 with inhibition below about 32%; note: strong numbers were not always called active
# RSV CPE inhibition: inhibition of RSV-induced cytopathic effect – HEp-2 cells, primary 10 µM value included (AID 2391); one-dose CPE inhibition, % at 10 µM; IC50 in µM for titrated hits; hit rate 0.13% among 310,000; HEp-2 cells, RSV-induced CPE inhibition; higher % means a stronger effect; in the data active = a potency from the dose series; inconclusive = CPE inhibition mostly from about 23% at the one dose, without a potency; inactive = the rest, 99 in 100 with CPE inhibition below about 21%; note: strong numbers were not always called active
# Rac1 GTP hydrolysis: MgcRacGAP GTPase-activating activity inhibitors, confirmation, biochemical, ADP Hunter fluorescence | MgcRacGAP-stimulated Rac1 GTP hydrolysis, ADP Hunter fluorescence; higher % means a stronger effect; GST-tagged Rac1 F28L mutant substrate | inhibition, % at 30 µM; hits with a dose series show IC50 in µM | hit rate 0.6% among 340,000 | AID 624330;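 active = first-screen hits whose inhibition reached a set limit at any dose in the follow-up dose series; inconclusive = inhibition above the set first-screen limit but never retested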;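 note: fluorescence reports GDP produced by GAP-driven GTP hydrolysis; strong numbers were not always called active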
# HIV peptide binding: cell-free HIV fusion peptide-binding blockers – biochemical, uHTS, fluorescence dequenching, primary screen (AID 1986); cell-free peptide binding, fluorescence dequenching, 30 min; higher % means a stronger effect; hit rate 0.3% among 290,000; one-dose inhibition, % at 20 µM; IC50 in µM for titrated hits; in the data active = inhibition mostly above about 52%, no sharp cut-off; inactive = mostly below about 76%; note: some results filed as inactive read as strong as hits
# Salmonella PhoP GFP: PhoP-dependent GFP reporter repression – Salmonella Typhimurium, primary screen (AID 1863) | S. Typhimurium PhoP-regulated promoter GFP reporter, 4 h; higher % means a stronger effect | inhibition, % at 50 µM; hits with a dose series show IC50 in µM | hit rate 0.16% among 300,000;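 active = inhibition over 29.93%, a cutoff 3 SD above the screen mean, later confirmed by dose response; inconclusive = inhibition over 29.93% but no dose response follow-up; inactive = inhibition at most 29.93% or unconfirmed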;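 note: 0% = low Mg2+ inducing control and 100% = high Mg2+ repressing control; strong numbers were not always called active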
# GPR35 antagonists: GPR35 antagonists blocking zaprinast-driven arrestin recruitment, primary screen, imaging, U2OS, beta-arrestin-GFP, zaprinast agonist (AID 2058). inhibition, % at 10 µM, or IC50 in µM where a hit was titrated. U2OS GPR35 beta-arrestin-GFP translocation imaging, zaprinast antagonism; higher % means a stronger effect. hit rate 0.052% among 290,000;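 active = inhibition of at least 50% with at least 30 cells and total cytoplasm GFP at most 10,000,000; inconclusive = under 30 cells or total GFP of 10,000,000 plus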
# UTI89 phage lysis: protection from phage-mediated lysis, alamar blue read-out – E. coli UTI89, K1F phage, bacterial capsule biogenesis inhibitors (AID 488966); E. coli UTI89 K1F phage lysis, alamar blue, 2 h; higher % means a stronger effect; inhibition, % at 100 µM; hits with a dose series show IC50 in µM; hit rate 0.02% among 340,000;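 active = phage lysis inhibition, versus mean bacterial control, above a set limit; inconclusive = no clear call, values can overlap the other calls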;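 note: capsule biogenesis inhibitors block K1F phage lysis so surviving cells raise fluorescence; higher fluorescence means more inhibition of phage lysis; actives were called in the ten point dose series up to 300 µM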
# NS5 inhibitors: Dengue-2 NS5 methyltransferase inhibitors, primary screen, biochemical, confirmation dose response (AID 588689) | Dengue-2 NS5 methyltransferase capping enzyme assay, biochemical; higher % means a stronger effect | inhibition, % at 25 µM; hits with a dose series show IC50 in µM | hit rate 0.3% among 340,000; in the data active = a potency from the dose series; inconclusive = inhibition above about 29% without an active follow-up result
# GPR55 LPI antagonism: inhibition of LPI-stimulated GPR55 beta-arrestin translocation – imaging, U2OS, beta-arrestin-GFP, LPI agonist, primary screen (AID 2013). U2OS GPR55 beta-arrestin-GFP translocation imaging, LPI antagonism; higher % means a stronger effect. inhibition, % at 10 µM, or IC50 in µM where a hit was titrated. hit rate 0.13% among 290,000;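 active = spots per cell inhibited over 60%, with over 100 cells counted and total cytoplasm intensity under 500,000; inconclusive = wells with under 100 cells, flagged as likely toxic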;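 note: U2OS cells stably carrying GPR55 and arrestin-GFP stimulated by 5 µM LPI near EC80; imaged beta-arrestin-GFP aggregate spots per cell after agonist stimulation; plate controls were LPI-stimulated DMSO wells for no effect and DMSO wells without LPI for full effect; some results filed as inactive read as strong as hits; confirmed hits need IC50 under 10 µM and bright autofluorescent wells are also inconclusive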
# NS5 inhibitors pilot replicate: further read-out of NS5 inhibitors, marked with its call; inhibition, %; measured here: pilot screen replicate inhibition
# * = called active by the depositor; ? = inconclusive; / = not tested or not shown; [ ] = dose if it differs, or a comment.
SMILES,Large T inhibition,RSV CPE inhibition,Rac1 GTP hydrolysis,HIV peptide binding,Salmonella PhoP GFP,GPR35 antagonists,UTI89 phage lysis,NS5 inhibitors,GPR55 LPI antagonism,others
CCCc1nc2oc3c(NCCN4CCOCC4)ncnc3c2c2c1CCCC2,/,2.3%,6%,1.5%,/,17%,-0.3%,2%,1%,
COc1ccc(N(CC(=O)Nc2cccc(C(C)=O)c2)S(C)(=O)=O)cc1OC,10%,-1.2%,11%,5.2%,-5%,-5%,-0.4%,7%,12%,
COc1ccc(NC(=O)Cn2ccc3c(OC)cccc3c2=O)cc1,1%,3.5%,9%,-1.2%,-2%,0%,0.1%,-1%,16%,
CC(=O)c1ccccc1N(C(=O)c1ccco1)C(C(=O)NC1CCCC1)c1ccc(C)cc1 (centres undefined),0%,0.8%,6%,0.7%,15%,14%,0.1%,4%,5%,
CCCCOc1ccc(N(CC(=O)NC(C)C)C(=O)CCC(=O)Nc2ccccn2)cc1,5%,-1.5%,7%,-0.1%,7%,1%,0.8%,5%,2%,
COc1ccc(S(=O)(=O)N2CCCCCC2)cc1C(=O)NCCc1ccc(F)cc1,/,1.1%,4%,/,/,/,-0.3%[50 µM],0%,/,
Cc1ccc(S(=O)(=O)N2CCOCC2)cc1C(=O)N1CCN(S(=O)(=O)c2cccc(F)c2)CC1,/,-0.5%,2%,/,/,/,0.4%[50 µM],-1%,/,
CSc1ccc(CN(C)Cc2nc3cc(C(F)(F)F)ccc3c(=O)[nH]2)cc1,3%,?,-1%,-0.7%,1%,4%,0.0%,-4%,6%,
CSc1oc(-c2ccco2)nc1S(=O)(=O)c1ccc(C)cc1,9%,2.5%,7%,0.0%,-4%,1%,0.3%,-8%,-12%,
O=C(NC1CCCCC1)C1CCN(C(=O)c2ccc(Cl)cc2)CC1,-4%,0.3%,6%,-0.3%,10%,4%,0.5%,-7%,-11%,
C#Cc1ccc([C@@H]2C=C(C(=O)O)O[C@H](OCC)[C@H]2CCCO)cc1,20%,-0.1%,8%,/,/,/,0.1%,-3%,/,
COc1ccccc1NC(=O)CCSCCC(=O)Nc1ccccc1OC,10%,3.5%,4%,2.3%,-8%,21%,4.3%,-2%,9%,
CCN(CC)CCOc1ccc2nc(N(C)C)sc2c1,10%,-0.1%,9%,0.6%,5%,15%,4.0%,1%,8%,
CC(C)Cn1c(-c2ccccc2)nc2ccccc2c1=O,7%,4.9%,8%,0.2%,32%,0%,2.6%,1%,2%,
COc1ccc(/C=C/c2nc(N)nc(-c3ccccc3O)n2)cc1,7%,0.3%,13%,2.6%,-11%,-4%,1.9%[50 µM],-1%,6%,
CN(C)S(=O)(=O)c1cccc(NC(=S)NC(=O)C2CCCCC2)c1,-39%,5.8%,8%,-3.5%,13%,11%,2.1%,-4%,17%,
O=C(NCc1ccccc1F)C12CC3CC(CC(C3)C1)C2,10%,1.5%,10%,/,/,/,-0.2%,-5%,/,
CC(Sc1ccc(Cl)cc1)C(=O)Nc1ccc2c(c1)OCO2 (centres undefined),4%,2.4%,4%,1.4%,0%,-10%,2.7%,9%,4%,
CCS(=O)(=O)N1CCN(C(C)CCc2ccccc2)CC1 (centres undefined),8%,2.1%,10%,2.3%,12%,11%,1.4%,0%,6%,
CCOc1ccc(NC(=O)Cn2cc(C(=O)C3CC3)c3ccccc32)cc1,-2%,2.5%,9%,0.2%,12%,9%,0.0%,3%,-10%,
C=CCNC(N)=S,12%,1.3%,6%,-0.1%,-7%,12%,1.2%[50 µM],-2%,12%,
COC(=O)C(CC(=O)c1ccc(Br)cc1)n1nc(C)cc1C (centres undefined),-7%,-0.5%,12%,0.6%,-3%,-4%,1.1%,/,-6%,
O=C(Nc1ccc2oc(-c3ccc4ccccc4c3)nc2c1)c1ccc2c(c1)OCCO2,8%,2.9%,4%,1.7%,-9%,-9%,0.1%,5%,23%,NS5 inhibitors pilot replicate=1.8
CN(C)c1ccc(N2CN=C3SCC(=O)N3C2)cc1,10%,0.3%,8%,2.0%,-9%,1%,0.3%,4%,-10%,
CCOC(=O)N1CCC(NC(=O)CN(C)S(=O)(=O)c2cc3c(cc2Cl)NC(=O)CO3)CC1,12%,1.0%,-1%,2.2%,-1%,5%,1.5%,1%,0%,
O=C(Cc1ccccc1)c1ccc(Cl)cc1,9%,1.8%,-1%,-1.9%,-4%,6%,-0.5%,-5%,-3%,
Cn1c(CNC(=O)c2ccco2)nnc1SCCOc1ccccc1,/,/,0%,-0.1%,/,-2%,0.3%,2%,-3%,
CN(C)c1ccnc(Oc2ccc(C(C)(C)C)cc2)c1C#N,-3%,11%,9%,-2.4%,-1%,0%,6.5%,-1%,-6%,
Oc1c(Br)cc(/C=N/n2c(-c3ccccc3)n[nH]c2=S)cc1Br,30%,-0.1%,17%,64%,-6%,-4%,-0.6%,27µM*,-35%,
CC(C)OC(=O)CSc1nc(N)c(C#N)c(-c2ccco2)c1C#N,-2%,2.9%,8%,-2.7%,-2%,0%,0.3%,4%,-3%,
S=c1[nH]nc(-c2cc(-c3ccccc3)n[nH]2)n1/N=C/c1cccs1,10%,/,16%,0.6%,2%,-7%,-0.4%,0%,-1%,
CC(C)(C)C1CCC(C(=O)Nc2ccccc2N2CCOCC2)CC1 (centres undefined),/,0.1%,3%,/,/,/,-0.1%[50 µM],4%,/,
Cc1ccc(Cn2nnc3c(=O)[nH]c(C4CCN(S(=O)(=O)c5ccc(F)cc5)CC4)nc32)cc1,21%,14%,8%,-1.8%,-15%,-5%,3.7%,-6%,-5%,
CCOc1ccccc1NC(=O)CCNS(=O)(=O)c1ccc(NC(C)=O)cc1,9%,6.2%,4%,1.6%,1%,8%,-0.1%,-8%,9%,
O=C1CCCN1c1cc(Cl)cc(Cl)c1,6%,1.9%,10%,-1.0%,8%,-17%,0.3%,-12%,-14%,
CCOC(=O)C(C)n1nc(-c2ccccc2)c2ccccc2c1=O (centres undefined),3%,4.7%,2%,-2.0%,0%,0%,1.2%,/,-3%,
N#CC1=C(N)OC2=C(C(=O)CCC2)C1Cc1ccccc1 (centres undefined),/,-1.3%,4%,/,/,/,1.7%,-3%,/,
CCOC(=O)CC(=O)NC(CC(=O)OC)c1ccc(Br)cc1 (centres undefined),4%,0.3%,4%,-0.5%,4%,3%,0.0%,5%,5%,
CC(C)(C)c1nnc(NC(=O)c2cccnc2)s1,6%,1.2%,-5%,0.5%,2%,7%,-2.7%,9%,0%,
O=C(CCN1CCCC1=O)NC1CCCc2c1cnn2-c1ccccc1F (centres undefined),11%,1.0%,8%,-2.8%,-7%,-2%,0.1%,-5%,2%,
COc1ccccc1N1C(=O)CC(N2CCN(c3ccc(Cl)cc3)CC2)C1=O (centres undefined),6%,1.6%,3%,-1.2%,4%,-13%,0.0%,1%,4%,
COc1ccc(-n2c(SCC(=O)O)nnc2-c2ccc(NC(=O)c3ccccc3)cc2)cc1,5%,-0.3%,9%,5.8%,1%,-5%,-0.1%,-6%,2%,
CC(C(=O)Nc1ccc2c(c1)OCCO2)N1Cc2ccccc2C1=O (centres undefined),6%,0.9%,8%,-0.4%,5%,6%,0.5%,9%,10%,
C/C=C/C=C\C(=O)Nc1cccc(C2=NOC3(C2)C[C@@H](C(N)=O)N(C(=O)c2cc([N+](=O)[O-])cc([N+](=O)[O-])c2)C3)c1 (some centres undefined),14%,3.1%,14%,3.0%,6%,-8%,-0.1%,8%,-1%,
CC(=O)O/N=C/c1c(N2CCOCC2)n(C)c2ccccc12,6%,-1.5%,9%,-0.7%,6%,10%,0.1%,2%,28%,NS5 inhibitors pilot replicate=-1.7
COCCN(C(=O)COC(=O)/C=C/c1nc2ccccc2s1)c1c(N)n(Cc2ccccc2)c(=O)[nH]c1=O,20%,-0.2%,-7%,/,-1%,/,0.3%[50 µM],1%,/,
CC(C)(C)C(=O)Nc1ccccc1-c1nc2ccccc2[nH]c1=O,6%,-0.1%,3%,-1.0%,8%,1%,4.7%,0%,8%,
Cc1nc(-c2nc(-c3c(C(=O)NNC(=O)Nc4ccccc4)noc3C)cs2)cs1,9%,3.4%,3%,0.1%,3%,4%,-1.7%,-26%,7%,
Cc1ccc(OCCNC(=O)C(=O)NCc2ccco2)cc1,7%,0.8%,3%,-0.3%,6%,-4%,-0.2%,-1%,-10%,
CCOC(=O)c1cc(OC(=O)c2ccccc2Br)n(-c2ccccc2)n1,/,1.9%,-4%,-0.6%,-7%,9%,-1.8%,-1%,-3%,
c1ccc(-c2csc(=Nc3cccnc3)n2CC2CCCO2)cc1 (centres undefined),-9%,11%,-6%,0.7%,-4%,-4%,1.1%[50 µM],1%,-11%,
CC1CCCN(C(=O)COC(=O)C2CCN(S(=O)(=O)c3c(Cl)cccc3Cl)CC2)C1 (centres undefined),23%,-0.8%,-1%,/,-4%,/,0.6%[50 µM],7%,/,
O=C(CN1CCCc2ccccc21)Nc1cc(S(=O)(=O)N2CCCC2)ccc1Cl,/,8.3%,6%,/,/,/,0.5%[50 µM],-1%,/,
CS(=O)(=O)N1CCC(C(=O)Nc2ccc(Oc3ccccc3)cc2)CC1,17%,0.2%,0%,-1.0%,-4%,0%,0.6%,-8%,-2%,
O=C(NCc1csc(-c2cccs2)n1)C1CCC1,8%,/,-2%,-0.8%,-4%,9%,-0.3%,-1%,12%,
COCCN1CCN(c2c3c(nc4cc(-c5cccc(F)c5)nn24)CCC3)CC1,12%,3.9%,18%,1.4%,-4%,-16%,0.0%,3%,8%,
O=C(NCCN1CCN(S(=O)(=O)c2ccccc2)CC1)C(=O)Nc1ccc(F)cc1,1%,1.0%,7%,1.3%,3%,3%,0.1%,-1%,2%,
CCc1nnc(NC(=O)c2cccc(OC)c2)s1,4%,1.8%,-1%,0.4%,0%,-3%,1.0%,-1%,-5%,
COc1ccccc1NC(=O)C(CCS(C)(=O)=O)N1C(=O)c2ccccc2C1=O (centres undefined),13%,1.2%,5%,0.3%,6%,-5%,4.4%,-3%,10%,
O=C(CN1C(=O)/C(=C/c2ccccc2)SC1=S)NC1CCS(=O)(=O)C1 (centres undefined),16%,2.6%,6%,-0.3%,2%,-6%,-0.1%,-6%,7%,
